Screens: PubChem, The Scripps Research Institute Molecular Screening Center
PLCb3 inh – human PLC-beta3 inhibitors, primary screen, biochemical, fluorescence. Purified PLC-beta3, fluorogenic substrate. inhibition, % at 12.2 µM. 370,000 tested, 0.18% active. AID 720704, 2013; in the data active means inhibition above about 11%;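 further: 0% = median of compound wells on plate and 100% = full blocker control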
DAX1 inh-1 – DAX1 (NR0B1) inhibitors on StAR promoter, primary screen, cell-based, luminescence, SF-1 (NR5A1), full-length DAX-1; HEK293T StAR-luciferase reporter, SF-1/DAX-1 repression relief; 370,000 tested, 1.1% active; AID 652010, 2013; inhibition, % at 6.8 µM;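 active means inhibition above the mean over all tested compounds plus 3 SD, cut at about 3.6% in these data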;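 further: 0% = DAX-1 cells with DMSO and 100% = cells lacking DAX-1 with DMSO; higher inhibition means more luminescence from relief of DAX-1 repression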
ADAM10 inh – human ADAM10 inhibitors, primary screen, biochemical, QFRET, HTS. Disintegrin and metalloproteinase domain-containing protein 10 (Homo sapiens), O14672. recombinant ADAM10, EDANS/DABCYL FRET peptide cleavage, 3 h. inhibition, % at 7 µM. 370,000 tested, 0.62% active;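 active means inhibition above a per-campaign cutoff equal to the mean of compounds falling between control-based bounds plus 3 SD, cut at about 20% in these data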;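 further: 0% = DMSO wells while the 100% control is not disclosed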
hgDAF12 agonist – H. glycines DAF-12 receptor agonists, primary screen, cell-based, luminescence, HEK293, GAL4 fusion, UAS-luciferase | AID 687014, 2013 | activation, % at 6.8 µM | Nuclear hormone receptor DAF-12 (Heterodera glycines), GAL4 fusion | HEK293 GAL4-hgDAF12 UAS-luciferase reporter, agonist luminescence; normalized to butyrate control | 370,000 tested, 1.8% active;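 active means activation above a cutoff set at the mean of all screened compounds plus 3 SD, cut at about 10% in these data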;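 further: 0% = DMSO wells and 100% = sodium butyrate wells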
hcDAF-12 act – H. contortus DAF-12 nuclear receptor activators, primary screen, cell-based, luminescence, HEK293, lit1-tk-luc reporter. HEK293 hcDAF-12 lit1-tk-luc reporter; 0% DMSO, 100% Δ7-dafachronic acid. 370,000 tested, 1.4% active. activation, % at 6.8 µM. AID 652067, 2013;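 active means activation above the mean of all tested compounds plus 3 SD, cut at about 5.5% in these data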;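 further: 100% = response to 3 µM Δ7-dafachronic acid high control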
ADAM17 inh – ADAM17 inhibitors, primary screen, biochemical, QFRET. Disintegrin and metalloproteinase domain-containing protein 17 (Homo sapiens), P78536. recombinant ADAM17, EDANS/DABCYL FRET peptide cleavage. 370,000 tested, 0.83% active. inhibition, % at 6.95 µM;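 active means inhibition above the mean of compounds lying between control limits plus 3 SD, set per campaign, cut at about 8.5% in these data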;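 further: 0% = DMSO-only wells as the low control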
Target sequence (P78536 215-824 limits assumed): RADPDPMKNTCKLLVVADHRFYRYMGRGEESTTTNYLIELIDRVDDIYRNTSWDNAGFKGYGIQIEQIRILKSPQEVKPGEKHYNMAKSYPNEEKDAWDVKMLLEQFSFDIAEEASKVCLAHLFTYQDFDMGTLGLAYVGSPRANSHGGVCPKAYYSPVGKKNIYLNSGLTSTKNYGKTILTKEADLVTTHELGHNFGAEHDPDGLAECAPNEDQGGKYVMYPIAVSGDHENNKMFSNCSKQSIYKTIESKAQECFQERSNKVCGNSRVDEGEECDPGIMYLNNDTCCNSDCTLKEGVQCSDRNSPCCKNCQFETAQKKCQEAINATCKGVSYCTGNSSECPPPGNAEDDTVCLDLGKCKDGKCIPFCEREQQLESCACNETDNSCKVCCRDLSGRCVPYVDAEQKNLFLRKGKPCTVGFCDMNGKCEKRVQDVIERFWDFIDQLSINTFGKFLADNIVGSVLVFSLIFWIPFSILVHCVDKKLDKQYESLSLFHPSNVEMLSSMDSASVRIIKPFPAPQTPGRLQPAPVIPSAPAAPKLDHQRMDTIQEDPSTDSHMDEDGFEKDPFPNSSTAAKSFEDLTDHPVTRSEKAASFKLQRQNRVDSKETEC
DAX1 inh-2 – DAX1 (NR0B1) inhibitors, primary screen, cell-based, HEK293, Gal4-DAX1, luciferase luminescence; Nuclear receptor subfamily 0 group B member 1 (Homo sapiens), P51843; HEK293 Gal4-DAX1 luciferase reporter; inhibition, % at 6.75 µM; 340,000 tested, 0.99% active; AID 504766, 2011;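 active means inhibition above the mean over all tested compounds plus 3 SD, cut at about 4.2% in these data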;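 further: 0% = DAX1-transfected cells with DMSO and 100% = empty-vector control cells with DMSO; inhibition shows as a rise in luminescence from relieved DAX1 repression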
Target sequence (P51843 207-470 limits assumed): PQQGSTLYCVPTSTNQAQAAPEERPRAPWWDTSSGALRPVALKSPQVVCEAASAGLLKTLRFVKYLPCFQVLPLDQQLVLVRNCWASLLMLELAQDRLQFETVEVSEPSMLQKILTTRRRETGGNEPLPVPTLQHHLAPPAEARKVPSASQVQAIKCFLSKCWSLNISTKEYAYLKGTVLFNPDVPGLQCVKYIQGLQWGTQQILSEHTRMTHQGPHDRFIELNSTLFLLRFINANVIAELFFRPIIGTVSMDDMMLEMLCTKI
FXN GAA850 act – FXN promoter activators, primary screen, cell-based, luciferase luminescence, HEK293 lucGAA850; HEK293 lucGAA850 FXN promoter luciferase reporter, 24 h; percent of 10 µM SAHA response; activation, % at 6 µM; 360,000 tested, 0.56% active;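 active means activation above the average of all compounds screened plus 3 SD, cutoff fixed separately per campaign, cut at about 7.5% in these data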;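 further: 0% = DMSO wells and 100% = 10 µM SAHA wells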
HGIII-sPLA2 inh – human group III sPLA2 inhibitors, primary screen, biochemical, QFRET, BODIPY PC-A2 liposome substrate | QFRET BODIPY PC-A2 liposome hydrolysis, fluorescence | inhibition, % at 12.2 µM | 370,000 tested, 0.56% active | AID 743126, 2013;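 active means inhibition above mean plus 3 SD of compounds lying within the high and low control bounds, cut at about 19% in these data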;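 further: 0% = median of test compound wells and 100% = no enzyme DMSO wells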
ssDAF12 agonist – S. stercoralis DAF-12 nuclear receptor activators, primary screen, cell-based, luminescence, HEK293, GRIP1 co-expression, lit1-tk-luc. 370,000 tested, 1% active. HEK293 ssDAF-12/GRIP1 lit1-tk-luc reporter; % of 3 µM dafachronic acid response. activation, % at 6.8 µM;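 active means activation above the mean over all tested compounds plus 3 SD, cut at about 0.9% in these data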;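 further: 0% = DMSO-only wells and 100% = 3 µM delta7-dafachronic acid wells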
PLC-gamma1 inh – PLC-gamma1 enzyme inhibitors, primary screen, biochemical, fluorescence, purified enzyme | 1-phosphatidylinositol 4,5-bisphosphate phosphodiesterase gamma-1 (Homo sapiens), P19174 | AID 720700, 2013 | 370,000 tested, 0.84% active | fluorogenic substrate | inhibition, % at 12.2 µM; in the data active means inhibition above about 9.5%
Active calls of the source: *; i = inactive; x = no result given; & = joins results of further samples.

Value order: PLCb3 inh, DAX1 inh-1, ADAM10 inh, hgDAF12 agonist, hcDAF-12 act, ADAM17 inh, DAX1 inh-2, FXN GAA850 act, HGIII-sPLA2 inh, ssDAF12 agonist, PLC-gamma1 inh
CC(=O)OC1CCC2(C)C3CCC4(C)C(C(C)=O)CCC4C3CC3OC32C1 (centres undefined)
    3, -0.2, -3, 0.6, -1.0, -1, 2.3, 0.2, 3, -0.9, 2
Cc1onc(-c2c(F)cccc2Cl)c1C(=O)NC(=S)NC1CCS(=O)(=O)C1 (centres undefined)
    3, -0.1, -2, -3.0, 1.7, 0, -0.3, -1.2, -2, -1.0, 8
CCCn1c(N)c(N2CCCCC2)c(=O)n(CC(=O)Nc2cccc(S(=O)(=O)N(C)C)c2)c1=O
    -6, 0.3, -15, 0.5, -0.5, -1, -0.3, 1.1, -10, -1.2, 1
O=C(N/N=C/c1ccc2c(c1)OCO2)c1ccn(Cc2ccc(Cl)cc2)n1
    -4, 1.8, 2, -0.7, -0.4, -1, 1.1, 2.1, 7, -0.8, -3
CN1C[C@H](C(=O)N[C@]2(C)O[C@@]3(O)[C@@H]4CCCN4C(=O)[C@H](Cc4ccccc4)N3C2=O)CC2c3cccc4[nH]cc(c34)C[C@H]21 (some centres undefined)
    -172, -1.4&0.2, -8&-10, -2.7&-5.0, -2.7&-1.5, -7&-7, -1.1&0.6, -8.3&-7.1, -51&-72, -2.0&-1.7, -130&-167
c1ccc2c(c1)C(=Nn1cnnc1)c1ccccc1-2
    4, -0.4, -3, 2.8, -2.0, 0, -1.0, 3.8, -1, -1.2, 1
O=[N+]([O-])c1ccc(N/N=C2/CCCCC2c2ccccn2)cc1 (centres undefined)
    -4, 0.2, 3, -1.4, 0.9, 1, 1.0, 0.9, -10, -1.4, -6
O=c1[nH]n(CCO)c(=O)c2cccnc12
    -3, 0.9, 2, 1.9, 0.6, 0, 3.5, -0.5, -1, -1.3, 8
CNC(=O)C(C)N1c2cccc3cccc(c23)S1(=O)=O (centres undefined)
    -197, 0.4, -143, 0.6, -0.9, -56, -0.5, -0.2, -2, -1.5, -189
COc1ccc(N2CC(NC(=O)c3cccc4ccccc34)CC2=O)cc1OC (centres undefined)
    -4, 1.2, -2, -2.1, -1.6, 6, -0.8, 2.8, -3, -0.9, 6
Cc1ccc(CNC(=O)c2cc(S(=O)(=O)N3CCCC3)cn2C)cc1
    2, -1.2, -2, 4.2, 3.1, -2, -0.2, -1.1, -2, -0.1, 1
CCCCN1C(=O)C(=O)N(CC(=O)Nc2cc(S(=O)(=O)N(C)C)ccc2C)C1=O
    -1, 0.2, -11, 1.6, -0.1, -8, 1.1, 0.8, 9, -0.9, 1
O=C(c1cc2ccccc2o1)N1CCN(S(=O)(=O)c2ccccc2)CC1
    -7, -0.5, -21, -3.1, -2.9, -2, 0.6, -1.4, 11, -1.5, -1
O=C1CCN(CCc2ccccc2)CCN1[C@H](CSc1ccc(Br)cc1)Cc1ccccc1
    -4, -0.6, 9, -1.3, -1.8, 6, 1.0, -2.6, -16, -1.5, -2
O=C(Nc1c(-c2ccccc2)[nH][nH]c1=O)c1ccc2ccccc2c1
    -1, -1.2, -7, -2.4, 0.9, 3, x, x, -12, -0.9, 3
Cc1nc2ccc(C(=O)N3CCC(O)(Cc4ccccc4)CC3)cn2c1N(C)C(=O)CCc1ccccc1
    -13, -0.3, -19, -1.6, -0.6, -9, x, 0.0, 13, -1.3, -7
CCOC(=O)N1CCC(NC(=O)C2CCCN(S(=O)(=O)c3cccc4nsnc34)C2)CC1 (centres undefined)
    2, -0.7, -7, 0.4, -0.7, -2, -0.3, 1.6, -1, -0.3, -2
O=c1c2ccccc2ncn1CCOCCOc1ccc([N+](=O)[O-])cc1
    3, -1.3, 9, -2.0, -0.7, 0, 1.9, -0.2, 2, -1.6, 2
O=C1c2[nH]nc(-c3ccccc3O)c2C(c2ccccc2F)N1Cc1ccco1 (centres undefined)
    -6, -0.1, 12, -2.2, -2.4, 0, -1.3, 0.3, -39, -1.8, 0
O=[N+]([O-])c1ccc(N2CCCCCC2)c([N+](=O)[O-])c1
    -1, -0.7, -4, -0.1, -2.7, 1, -0.3, 0.4, 9, -1.3, 2
CCNC(=O)C(=O)Nc1cc2c3c(c1)CCN3C(=O)CC2
    -3, 0.1, -10, -2.3, 0.0, 3, 0.4, -0.9, 10, -0.8, 3
CC(=O)c1csc(-c2cccc(-c3nc4ccc(Cl)cn4c3NC3CCCCC3)c2)c1
    -2, -0.2, -2, 0.2, -1.0, -1, 1.6, 1.5, 8, -1.3, -2
Cc1nnc(SCc2ccc(CSc3nnc(C)c(=O)[nH]3)cc2)[nH]c1=O
    -1, -1.0, 3, -0.4, -0.1, -1, 0.4, -1.1, -7, -1.0, -2
CCNc1nc(NCc2ccccc2)nc(Oc2ccc(=O)[nH]n2)n1
    0, -0.3, -1, -1.5, -0.5, -3, -0.8, -1.8, -1, -0.7, 0
O=[N+]([O-])c1[nH]cnc1/C=C/c1ccccc1
    6, 0.1, 6, 3.2, 0.0, -3, -0.9, 2.7, -18, -1.2, 4
COc1ccc(-c2cn3cccnc3n2)cc1
    i, 1.2, i, 15*, 0.6, i, 0.3, 3.4, 1, -0.7, i
CCOC(=O)c1nc(Nc2cc(Cl)ccc2OC)c2ccccc2n1
    -13, 0.0, 9, 1.9, -1.1, -1, 0.3, 0.5, 3, -1.1, -9
CC(=O)N(C1=C(N2CCOCC2)C(=O)c2ccccc2C1=O)c1ccc(C(=O)O)cc1
    -8, -0.5, -9, -0.5, 2.5, -7, -2.8, -2.6, 0, -1.0, -8
Cc1ccc(S(=O)(=O)N(C)Cc2nc(-c3ccc(Br)cc3)no2)cc1
    -1, -0.4, -4, 4.5, 1.2, 0, -0.2, 0.1, -1, -1.1, -1
COc1ccc(N2CC(C(=O)N[C@@H](C)C(=O)NC3CCCC3)CC2=O)cc1 (some centres undefined)
    -6, 0.4, -10, -1.0, 2.3, 3, 0.2, 0.5, 16, -0.3, 2

Limited to FXN GAA850 act, ssDAF12 agonist and DAX1 inh-2, for two of the compounds above:
SMILES | FXN GAA850 act | ssDAF12 agonist | DAX1 inh-2
Cc1nnc(SCc2ccc(CSc3nnc(C)c(=O)[nH]3)cc2)[nH]c1=O | -1.1 | -1.0 | 0.4
CCNc1nc(NCc2ccccc2)nc(Oc2ccc(=O)[nH]n2)n1 | -1.8 | -0.7 | -0.8

The listing continues.
Value order: PLCb3 inh, DAX1 inh-1, ADAM10 inh, hgDAF12 agonist, hcDAF-12 act, ADAM17 inh, DAX1 inh-2, FXN GAA850 act, HGIII-sPLA2 inh, ssDAF12 agonist, PLC-gamma1 inh
Cc1cccnc1NC(=O)CCNC(=O)c1ccc(Br)cc1
    -8, -0.1, 0, -1.4, 0.7, -4, 0.0, 2.3, 8, -0.9, -2
O=C(CN1CCN(C(=O)c2ccco2)CC1)Nc1cc(Cl)ccc1Cl
    4, -0.5, 7, -1.6, -2.0, 4, -0.9, 0.0, 8, -0.9, 9
CN(C)c1ccc(NC(=O)CN2CCC(O)(c3ccccc3)CC2)cc1
    -8, -0.3, 0, 0.2, -1.2, -4, -0.1, 2.2, 2, -1.3, 1
O=C(C=Cc1ccccc1)c1ccc([N+](=O)[O-])cc1
    -3, -0.1, -7, -1.7, -1.2, -2, -0.4, -0.9, 4, -1.1, 0
Cc1ccc2c(c1)[C@H]1[C@H](CO2)[C@H](c2ccccc2)[C@]2(C)C(=O)N(Cc3ccc(F)cc3)CC(=O)N12
    -12, 0.1, 15, -0.5, -1.3, 1, -0.6, 4.3, -32, -1.0, -4
CCN(CC)CC(=O)Nc1ccc(-c2nc3cc(NC(=O)CN(CC)CC)ccc3o2)cc1
    -323, -1.3, -455, 6.1, 0.6, -140, 0.7, 1.2, -15, 1.0*, -251
CN(C)CCCNC(=O)C[C@H]1C[C@H](C(=O)N2CCOCC2)[C@@]2(C)c3[nH]c4cc(-c5ccco5)ccc4c3CCN2C1=O
    -368, -0.8, -406, -2.1, -1.9, -119, -0.7, -0.5, -6, -0.6, -300
CC1(C)Cc2c(C#N)c(N3CCN(C(=O)c4ccccc4)CC3)nc(Cc3ccccc3)c2CO1
    -1, -0.2, 4, 0.2, 0.7, -3, 0.3, 2.4, 1, -0.5, 1
O/N=C/c1cn(-c2ccccc2)nc1-c1ccccc1
    -3, -0.3, 4, 0.6, -1.4, 1, -0.4, 2.7, -20, -1.1, 2
COC(=O)Nc1ccc(S(=O)(=O)N2CCCC(C(=O)O)C2)cc1 (centres undefined)
    -4, -0.4, -4, 0.7, -0.1, -2, -0.7, 2.1, 3, -1.5, 2
CCc1ccc(C2c3[nH]c4ccccc4c3CCN2C(=O)CN2CCN(CC)CC2)cc1 (centres undefined)
    2, 0.5, 3, 0.2, 8.5*, 1, -0.9, -1.2, -24, 0.5, 4
